V1aR counter: V1a receptor agonism, counter-screen for OXTR agonists. P37288. CHO-V1R cells, Fluo-8 calcium fluorescence, agonist mode; 0% DMSO, 100% 3 nM vasopressin. activation, % at 3 µM. 320,000 compounds, 0.25% hits;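 active means activation above the mean activation of all tested compounds plus 3 SD, per screening run, cut at about 20% in these data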;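 further: signal is peak over basal fluorescence ratio across a 100 second FLIPR read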
FID counter: displaces DNA intercalator in HCV helicase counter-screen. DNA fluorescent intercalator displacement, fluorescence. inhibition, % at 7.9 µM. 290,000 compounds, 0.17% hits. AID 1845; in the data active means inhibition above about 37%;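 further: 0% = vehicle and 100% = reference compound; higher means more ethidium bromide displaced from hairpin DNA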
OXTR ag: activates the human oxytocin receptor; P30559; AID 2435; activation, % at 3 µM; CHO-OTR cells, Fluo-8 calcium fluorescence; normalized: DMSO 0%, oxytocin 100%; 320,000 compounds, 0.32% hits;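 active means activation above the mean of all tested compounds plus 3 SD, cutoff set per screening run, cut at about 20% in these data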;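 further: peak over basal fluorescence ratio from a 100 s FLIPR kinetic read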
Target sequence (P30559 whole entry, looked up): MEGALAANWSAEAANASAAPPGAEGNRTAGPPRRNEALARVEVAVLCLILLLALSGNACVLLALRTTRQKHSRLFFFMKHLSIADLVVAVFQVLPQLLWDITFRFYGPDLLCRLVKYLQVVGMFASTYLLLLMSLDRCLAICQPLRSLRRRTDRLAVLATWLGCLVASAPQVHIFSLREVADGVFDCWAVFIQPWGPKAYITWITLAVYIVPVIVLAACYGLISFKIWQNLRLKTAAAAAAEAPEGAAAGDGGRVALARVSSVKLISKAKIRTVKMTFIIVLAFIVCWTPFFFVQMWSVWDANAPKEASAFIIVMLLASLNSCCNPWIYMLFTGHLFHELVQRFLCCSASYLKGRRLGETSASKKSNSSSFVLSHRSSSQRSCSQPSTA
GPR7 antag: blocks human GPR7 receptor signaling | GPR7-expressing cells, fluorescence antagonist assay | 290,000 compounds, 1.1% hits | inhibition, % at 4.4 µM; in the data active means inhibition above about 16%, passing the limit was not always enough;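 further: cells stimulated with the agonist NPW; 0% = agonist with vehicle and 100% = vehicle without agonist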
Target sequence (P48145 whole entry, looked up): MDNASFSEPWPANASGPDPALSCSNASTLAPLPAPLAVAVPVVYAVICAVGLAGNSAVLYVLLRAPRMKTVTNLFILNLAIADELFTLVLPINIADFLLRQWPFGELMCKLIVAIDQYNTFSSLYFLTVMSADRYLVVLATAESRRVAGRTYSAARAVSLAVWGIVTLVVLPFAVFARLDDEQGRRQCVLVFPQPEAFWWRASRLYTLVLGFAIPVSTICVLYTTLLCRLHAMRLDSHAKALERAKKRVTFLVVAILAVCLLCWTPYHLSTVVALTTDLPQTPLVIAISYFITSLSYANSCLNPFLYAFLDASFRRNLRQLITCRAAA
VIM-2 inhibitor: blocks Pseudomonas aeruginosa VIM-2 metallo-beta-lactamase | 290,000 compounds, 0.89% hits | inhibition, % at 5.6 µM | purified VIM-2, nitrocefin hydrolysis, epi-absorbance fluorescence;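 active means inhibition above the mean of all tested compounds plus 3 SD, cutoff set per screening run, cut at about 7.5% in these data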;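 further: red hydrolysis product quenches plate fluorescence so inhibitors raise well fluorescence; 0% = enzyme with DMSO and 100% = DMSO without enzyme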
NS3 helicase inh: HCV NS3 helicase inhibition; NS3 helicase DNA unwinding, Cy5 molecular beacon fluorescence; AID 1800; inhibition, % at 10.9 µM; 290,000 compounds, 0.56% hits;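 active means inhibition above the mean of all tested compounds plus 3 SD, set per campaign, cut at about 35% in these data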;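 further: 0% = DMSO wells and 100% = thioflavine S control wells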
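System: Hepatitis C virus NS3 helicase domain fragment enzyme | Reagent: Annealed dual-labelled DNA beacon duplex, ATP-started | Compound dosing: 10.9 µM single point, 0.8% DMSO | Incubation: 1 h reaction at 25 °C, ATP-initiated | Technique: Cy5 fluorescence | Evaluation: Percent inhibition from t60/t0 fluorescence ratio | Benchmarks: Low DMSO, high thioflavine S at 110 µM | Replication: Singlicate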
GalR3 antagonist: antagonists of human GalR3 | 360,000 compounds, 0.44% hits | inhibition, % at 3 µM | HEK293 GalR3-CNG cAMP membrane potential fluorescence; galR3 body fused to GalR1 C-terminus | AID 651719 | O60755;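 active means inhibition above the screen-wide average plus 3 SD, cut at about 13% in these data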;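 further: forskolin and galanin both at EC90 stimulate the cells; cAMP rise reported by CNG channel membrane potential dye signal; 0% = forskolin plus galanin with DMSO and 100% = forskolin alone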
Target sequence (O60755 1-299 limits assumed): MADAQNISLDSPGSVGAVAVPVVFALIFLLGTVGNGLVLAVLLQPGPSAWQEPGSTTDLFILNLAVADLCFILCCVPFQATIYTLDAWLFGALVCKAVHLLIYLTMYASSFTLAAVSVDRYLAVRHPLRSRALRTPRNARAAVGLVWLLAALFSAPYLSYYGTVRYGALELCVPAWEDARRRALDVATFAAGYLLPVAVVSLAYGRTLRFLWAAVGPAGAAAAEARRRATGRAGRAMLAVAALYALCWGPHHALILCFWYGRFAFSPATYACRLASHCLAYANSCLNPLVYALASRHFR
PHOSPHO1 inh: blocks human PHOSPHO1 phosphatase activity. AID 1565. recombinant PHOSPHO1, absorbance phosphatase assay. Q8TCT1. inhibition, % at 13.3 µM. 290,000 compounds, 1.1% hits; in the data active means inhibition above about 60%
IMP-1 inhibitor: inhibitors of Pseudomonas aeruginosa IMP-1 metallo-beta-lactamase; purified IMP-1, nitrocefin hydrolysis, epi-absorbance fluorescence; inhibition, % at 5.6 µM; 290,000 compounds, 0.45% hits;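 active means inhibition above the mean plus 3 SD of all compounds in the same screening run, cut at about 4.5% in these data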;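 further: 0% = IMP-1 with DMSO and 100% = DMSO wells lacking enzyme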
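System: Purified recombinant IMP-1 metallo-beta-lactamase enzyme | Measured by: Fluorescence quenching readout, ex 480/em 530 nm | Replication: Singlicate | Incubation: 15 min preincubation plus 25 min reaction at 25 °C | Evaluation: Percent inhibition from optical density relative to buffer-blank wells | Benchmarks: DMSO with and without IMP-1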
An asterisk follows results filed as active; . = not tested or not shown.

SMILES	V1aR counter	FID counter	OXTR ag	GPR7 antag	VIM-2 inhibitor	NS3 helicase inh	GalR3 antagonist	PHOSPHO1 inh	IMP-1 inhibitor
COc1cccc(C(=O)NC(=S)Nc2ccccc2N2CCCCC2)c1	0.9	-18	-1.0	-30	-2.8	2	-1	43	-1.1
CC1=C(C(=O)Nc2ccccc2)C(c2ccco2)C(C#N)=C(SCC(=O)OC(C)C)N1 (stereo unspecified)	-0.6	-27	-1.0	-14	-1.8	0	.	9	-4.2
O=C(CSc1ccccc1C(=O)O)c1ccc([N+](=O)[O-])cc1	0.3	3	0.7	-8	0.9	0	-8	-78	-1.2
COc1ccc(CCNC(=S)c2ccccc2)cc1OC	11	-6	12	3	-0.8	5	-7	-9	1.1
Nc1c(Cl)c(Cl)nc(C(=O)OCC(=O)NC2CCCCC2)c1Cl	0.3	-13	-0.6	-8	-1.6	0	-3	32	0.2
CC(O)[C@H]1CNC(=O)C(=O)N1CCc1cccc(F)c1 (stereo partly specified)	0.8	.	-0.5	.	.	.	-1	25	.
Cn1c(Cc2ccccc2)nnc1SCC(=O)Nc1ccc2c(c1)OCO2	-0.4	-13	-0.7	-12	-2.6	2	-1	11	-1.8
CN1CCN(C(=O)C2=C[C@@H](C3CCCCC3)C[C@@H](OCc3ccc(CO)cc3)O2)CC1	1.2	11	4.8	19	0.4	-16	-6	24	-1.4
CCN1C(=O)c2cccc3c(S(=O)(=O)N4CCCC4C(=O)O)ccc1c23 (stereo unspecified)	-0.7	-7	0.6	-9	-0.6	5	-8	22	-3.7
CC1=CC(=O)C(C(C)C)=CC1=NC(=O)c1ccc(C)cc1	1.2	2	-0.3	2	2.2	2	1	12	0.2
O=C(Oc1ccc(-c2nccc(-c3ccccn3)n2)cc1)c1cccc(C(F)(F)F)c1	0.1	-2	0.2	2	-0.1	0	-4	37	-2.9
CCCCC(CC(O)COCCC)C(=O)NN (stereo unspecified)	0.1	-13	-1.2	13	-1.2	-2	-1	-3	-1.0
O=C(CNc1ccccc1)N/N=C/c1c[nH]c2ccccc12	0.3	-1	2.4	-1	-4.2	-17	-5	-5	-3.4
CCc1cccc(CC)c1NC(=O)Cn1c(-c2ccccc2Cl)nc2ccccc21	-0.2	0	-1.7	18*	-4.2	1	-1	-2	-3.0
CC1(C)Oc2ccc(C(=O)Nc3ccccc3)cc2N(CC#N)C1=O	4.8	-12	3.9	-8	1.6	-7	-7	31	-1.7
Cn1c(SCC(=O)Nc2ccc(N3CCOCC3)c(Cl)c2)nnc1-c1ccccc1	-0.3	1	0.4	-10	-4.8	2	.	.	-4.8
COc1ccccc1NCC(=O)N/N=C(\C)c1cccs1	0.9	-9	0.1	-15	-1.8	-2	-1	9	-0.1
CCCCC#Cc1ccccc1CC(=O)Nc1ccccc1	-1.5	-21	4.8	-4	-0.7	1	-5	-6	-1.9
FC(F)(F)Oc1ccc(NC(=S)Nc2ccccc2N2CCOCC2)cc1	0.6	-11	-0.7	-11	-2.8	-21	5	-8	-2.4
CCOc1ccccc1NC(=O)c1cccc2c1C(=O)N(C1CCCCC1)C2	0.2	-19	-0.7	-9	-2.6	-6	4	18	1.8
Cc1cc(C)c(C)c(S(=O)(=O)N2CCN(CC(=O)Nc3sccc3C#N)CC2)c1C	0.3	-8	-0.5	-4	-1.7	12	2	-12	-1.9
FC(F)(F)c1nnc2ccc(NCn3nnc4ccccc43)nn12	1.5	1	0.4	-3	-3.1	-3	-2	26	-2.9
c1ccc(CSc2ncn[nH]2)nc1	3.0	-1	-0.1	13	-2.5	-2	-5	28	-2.8
CC(=O)c1ccc(NC(=O)COC(=O)C2C3CC4OC(=O)C2C4C3)cc1 (stereo unspecified)	0.9	-19	1.6	1	-2.0	36	-7	52	-0.2
CCN(CC)S(=O)(=O)c1ccc(/C=C/C(=O)OCC(=O)NCc2ccc3c(c2)OCO3)cc1	6.1	-8	3.9	-3	-1.5	0	-3	28	-3.2
(further entries)
SMILES	V1aR counter	FID counter	OXTR ag	GPR7 antag	VIM-2 inhibitor	NS3 helicase inh	GalR3 antagonist	PHOSPHO1 inh	IMP-1 inhibitor
Cc1cccc(NC(=O)NNC(=O)COc2ccc([N+](=O)[O-])cc2)c1C	-0.3	-3	-0.9	-14	-2.1	1	-2	24	-3.7
Cc1ccnc(NC(=O)CCNC(=O)c2ccccc2Cl)c1	-0.3	-10	-1.1	-5	-1.9	5	1	33	-0.7
Cc1cc(C)nc(Sc2ccc(/C=C(\C#N)C(N)=O)o2)n1	-1.5	-2	-0.9	-3	0.1	8	10	24	-0.1
O=c1sc2ccccc2n1Cc1ccccc1	-1.4	-3	-2.5	0	0.0	-6	-4	20	-0.3
COC(=O)c1sccc1NC(=O)Nc1ccc(F)cc1F	0.0	-6	-0.3	15	3.6	8	-5	21	0.9
c1ccc2c(c1)c1ccccc1n2CN1CCOCC1	-0.9	-1	-1.7	-15	2.6	-11	2	-7	0.5
Cn1c(C(=O)NC2CCCCC2)cc2c(=O)n(C)c3ccccc3c21	0.0	-10	-0.5	2	0.6	15	.	-3	-4.9
COc1ccc(CNC(=O)CN2C(=O)COc3ccc(S(=O)(=O)NC4CCCC4)cc32)cc1	0.9	-24	-0.3	-7	2.4	9	3	43	-0.2
Cn1ncc(Cl)c1C(=O)Nc1ccc(Cl)cn1	-0.9	0	-1.7	-17	-1.3	-2	-4	4	-2.2
O=[N+]([O-])c1ccc(-c2csc(NN=C3CCCC3)n2)cc1	1.2	0	-1.6	1	-3.5	4	-7	-113	-4.8
O=S(=O)(c1ccc(Cl)s1)N1CCC2(CC1)OCCO2	1.1	-12	-0.5	3	-1.3	4	-3	-9	-3.8
CC(C)(C)[C@H]1C=C(C(=O)NCc2nc3ccccc3[nH]2)O[C@@H](OCc2ccc(CO)cc2)C1	0.9	.	2.8	.	.	.	-3	9	.
Cc1ccc(-n2nc(-c3ccc(OC(F)(F)F)cc3)cc2N)cc1C	1.7	-8	-1.4	-9	1.5	13	-7	6	-1.0
CCOC(=O)c1cc(C)sc1/N=C/C1C(=O)CCCC1=O	-0.4	1	-0.8	-3	-1.1	2	-5	-5	-4.2
COCC1CCCCN1C(=O)c1ccc(OC)c(OC2CCN(C(C)C)CC2)c1 (stereo unspecified)	0.1	2	0.7	-16	-0.5	0	1	53	-2.0
Cc1ccc(/C=N/N2CCN(c3ccncc3S(=O)(=O)N3CCCCC3)CC2)cc1	0.1	-4	0.0	-2	-1.3	-3	-2	-5	-3.6
CC(=O)c1cccc(NC(=O)CN2C(=O)NC3(CCCCCCC3)C2=O)c1	-0.2	-13	-0.4	8	0.4	-4	-3	10	0.4
Cc1ccc(-c2cc([C@H]3[C@H]4C=CC[C@@H](C)[C@@H]4C(=O)N3Cc3ccccc3)ccc2F)cc1	1.2	.	-1.7	.	.	.	-5	0	.
Cc1nc(SCC(=O)c2cc3ccccc3oc2=O)c(C#N)c(-c2cccs2)c1C(=O)Nc1ccccc1	0.0	-8	0.1	-16	-2.5	21	5	2	-3.3
COc1ccccc1CNC(=O)c1cccs1	0.1	-8	-1.1	-12	-2.0	12	-4	-22	-4.3
CCOC(=O)C(C)CC(C)C(=O)N1CCOCCOCCN(C(=O)C(C)CC(C)C(=O)OCC)CCOCC1 (stereo unspecified)	2.8	-38	-0.6	-9	-1.4	4	2	22	-1.2
Cc1cccc(NC(=O)CCCN2C(=S)NC(C)(C)CC2C)c1C (stereo unspecified)	1.0	-13	-0.8	-2	0.4	9	-1	-26	-0.5
COc1cccc(OC)c1CNC(=O)C1CCC(=O)N(CC2CCCCC2)C1 (stereo unspecified)	1.5	-33	1.6	16	-1.2	3	5	11	-2.1
COc1ccc([N+](=O)[O-])cc1NC(=O)CCC(=O)c1cccs1	0.3	9	-0.2	2	-1.8	-4	-3	22	-1.1
NC(=O)CC(NC(=O)Cc1cccc2ccccc12)c1ccc(N2CCC(Br)CC2)c([N+](=O)[O-])c1 (stereo unspecified)	-0.2	.	1.6	.	.	.	1	30	.
Other entries follow.
SMILES	V1aR counter	FID counter	OXTR ag	GPR7 antag	VIM-2 inhibitor	NS3 helicase inh	GalR3 antagonist	PHOSPHO1 inh	IMP-1 inhibitor
O=C(O)CC(C(=O)Nc1cccc(C(F)(F)F)c1)C1CCCO1 (stereo unspecified)	-0.1	-3	-0.7	-4	0.0	3	-1	-41	-1.9
Cc1c(C(=O)N2CCOCC2)sc(NC(=O)CCl)c1C#N	0.9	1	0.8	-13	-0.8	6	-8	36	-1.7
COc1ccc(/C=N/NC(=O)c2cc(-c3cccn3C)n[nH]2)cc1OC	0.4	-11	0.0	-2	-2.8	-3	3	2	-2.4
CN1CCN(C(=O)c2ccc(Cl)c(S(=O)(=O)N3CCCCC3)c2)CC1	0.9	2	-0.7	-11	-1.3	-5	-6	-79	-3.2
Cc1ccc(C(=O)N/C(=C\c2ccc(Cl)cc2)C(=O)NCCN2CCOCC2)cc1	-0.1	5	0.4	-6	-2.7	-10	-4	19	-3.2
Cc1ccc(NC(=O)CNCc2ccccc2)cc1Br	0.9	17	3.7	9	-2.5	-4	-6	28	-3.8
O=C(CSCCO)Nc1ccc(C2CCCCC2)cc1	3.5	-23	4.3	-6	1.1	6	-2	3	-0.9
C/C(=N\NC(=O)C(N)=O)c1ccc2c(c1)OCCO2	-1.2	-6	-1.5	-13	-4.5	-5	-2	1	-3.4
CCCCN1CNC(=S)N(CCc2ccccc2)C1	-0.4	-19	-0.8	-11	-1.1	6	-2	-18	-2.3
CN(c1ccccc1)S(=O)(=O)c1ccc(C(=O)Nc2nccs2)cc1	-0.1	-4	0.3	0	-3.4	0	1	-11	-4.3
CC1Oc2ccccc2N(CC(=O)NCC2CCCO2)C1=O (stereo unspecified)	-0.4	2	-0.2	-9	-1.9	-8	-7	-6	-3.3
COC(=O)c1cccc(Cn2c(Cl)c(/C=N/NC(=O)c3ccccc3Cl)sc2=O)c1	0.7	-8	0.0	7	-3.4	4	-3	8	-2.2
CN(C)CCC#CC(O)(c1ccccc1)c1ccccc1	5.0	4	-0.3	1	-4.2	-13	-7	3	-1.6
CCOc1ccc(CCNC(=O)CN2C(=O)c3cccnc3Oc3ccc(Cl)cc32)cc1	-0.3	-42	-0.5	-14	-2.2	-7	2	27	-2.4
Cc1ccc(N2C(=O)CC(NNC(=O)Cc3ccc(F)cc3)C2=O)cc1Cl (stereo unspecified)	1.7	-18	0.5	-5	-5.9	10	-5	6	-3.6
O=C(/C(=N\O)n1cncn1)c1ccc(Cl)cc1Cl	0.2	1	-0.3	-3	-3.6	2	1	-11	-2.5
Cc1ccc(-n2c(-c3nn(C)cc3Cl)n[nH]c2=S)cc1	-0.1	-12	0.1	-4	17*	2	-6	14	-3.8

Sorted by value in IMP-1 inhibitor (rising): 3 from the list above.
compound	IMP-1 inhibitor
CC1Oc2ccccc2N(CC(=O)NCC2CCCO2)C1=O (stereo unspecified)	-3.3
CCOc1ccc(CCNC(=O)CN2C(=O)c3cccnc3Oc3ccc(Cl)cc32)cc1	-2.4
O=C(CSCCO)Nc1ccc(C2CCCCC2)cc1	-0.9

Screens deposited in PubChem BioAssay by several laboratories.
